RAM inhibit = blocks the yeast RAM network | inhibition, % at 50 µM | S. cerevisiae dse1pr::URA3 reporter, 5-FOA growth OD615, 2 d; analog-sensitive cbk1-as2 kinase mutant strain | AID 868 | 190,000 tested, 1.8% active;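 active = inhibition above a set limit, 3 SD over mean compound inhibition, cut at about 8.4% in these data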;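 also: 0% = DMSO-only wells with no growth and 100% = 10 µM 1-NA-PP1 full growth; inhibition rescues growth on 5-FOA so higher OD means more RAM inhibition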
PMI act satM6P = PMI (human) activation, high substrate | 190,000 tested, 0.34% active | coupled PMI enzyme assay, resazurin fluorescence, 20 min; hits give high values; 1 = untreated enzyme, 0 = substrate-free blank | P34949 | AID 1216 | activation factor at 20 µM;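 active = activation factor of 2 or more at 20 µM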
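Material: human phosphomannose isomerase with PGI, G6PDH, diaphorase coupling enzymes; amount: PMI at 15 ng/mL final; also added: Mannose-6-phosphate 1.0 mM (near-saturating) plus 0.22 mM NADP+; incubation: enzyme reaction with compound 20 min at room temperature; signal: resorufin fluorescence (Ex 544/Em 590 nm) from resazurin via diaphorase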
HMGR II inh = E. faecalis class II HMG-CoA reductase inhibition; inhibition, % at 10 µM; 190,000 tested, 0.41% active; purified E. faecalis HMGR, NADPH absorbance 340 nm kinetic;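 active = inhibition above a set limit, the median over all tested compounds plus 3 SD, cut at about 9.5% in these data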;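 also: enzyme runs in reverse so mevalonate oxidation gives rising NADPH absorbance; 0% = complete reaction with DMSO and 100% = background rate lacking mevalonate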
L major viab = inhibitors of Leishmania major promastigote growth | inhibition, % at 10 µM | Leishmania major promastigotes, resazurin fluorescence viability | 200,000 tested, 9% active; in the data active = inhibition above about 50%;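 also: promastigotes grown with compound for 44 hours at 28 °C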
TNAP inh no acc = TNAP (human) inhibition, acceptor-free conditions; P05186; purified TNAP, CDP-star luminescence, 30 min; inhibition, % at 20 µM; 200,000 tested, 0.26% active; AID 1012;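 active = tissue-nonspecific alkaline phosphatase inhibition above about 50% at 20 µM in the single-dose screen, limit read from the data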;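 also: 0% = DMSO negative control and 100% = EDTA positive control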
Target sequence (P05186 whole entry, looked up): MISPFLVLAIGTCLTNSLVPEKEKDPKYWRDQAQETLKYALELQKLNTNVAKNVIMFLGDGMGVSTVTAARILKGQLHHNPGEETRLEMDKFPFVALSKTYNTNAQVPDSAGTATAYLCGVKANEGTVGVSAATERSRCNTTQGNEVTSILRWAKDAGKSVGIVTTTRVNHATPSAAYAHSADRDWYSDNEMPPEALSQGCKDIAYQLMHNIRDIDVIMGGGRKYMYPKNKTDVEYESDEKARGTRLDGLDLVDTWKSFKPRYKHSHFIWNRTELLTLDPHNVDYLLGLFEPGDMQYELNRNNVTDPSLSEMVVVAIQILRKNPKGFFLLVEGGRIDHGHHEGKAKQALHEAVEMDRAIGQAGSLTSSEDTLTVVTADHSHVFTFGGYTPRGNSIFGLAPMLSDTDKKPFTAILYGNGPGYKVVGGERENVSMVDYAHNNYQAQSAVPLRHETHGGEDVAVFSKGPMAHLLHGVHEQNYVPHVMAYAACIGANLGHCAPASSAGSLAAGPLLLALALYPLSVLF
S1P3 antag = blocks the human S1P3 receptor. Q99500. CHO S1P3 NFAT-BLA reporter, FRET fluorescence, antagonist mode. inhibition, % at 4.98 µM. 170,000 tested, 0.27% active. AID 485;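 active = inhibition above the plate cutoff, the mean inhibition of test wells on that plate plus 3 SD, cut at about 28% in these data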;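 also: cells challenged with S1P at its EC80 of 0.8 µM; blue over green emission ratio from cleaved BLA substrate after 4 h stimulation; 0% = S1P-stimulated wells and 100% = unstimulated DMSO-only wells; some compounds past the cut are filed as inactive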
Target sequence (Q99500 whole entry, looked up): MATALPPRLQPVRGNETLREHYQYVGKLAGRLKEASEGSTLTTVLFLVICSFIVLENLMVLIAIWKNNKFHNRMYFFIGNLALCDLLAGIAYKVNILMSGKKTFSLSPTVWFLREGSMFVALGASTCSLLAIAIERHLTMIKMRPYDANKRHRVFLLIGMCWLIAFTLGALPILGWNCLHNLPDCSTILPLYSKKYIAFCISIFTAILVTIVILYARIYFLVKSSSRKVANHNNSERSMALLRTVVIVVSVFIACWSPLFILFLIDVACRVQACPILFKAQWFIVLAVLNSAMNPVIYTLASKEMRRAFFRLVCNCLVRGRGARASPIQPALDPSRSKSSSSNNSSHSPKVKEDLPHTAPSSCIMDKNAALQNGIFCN
Redox H2O2 prof = compounds producing H2O2 with reducing agent – biochemical, NIH compound library profiling, artefact control for MLSCN library redox annotation, primary screen. DTT-dependent redox cycling H2O2, phenol red/HRP absorbance; 100% = 100 µM peroxide control, 0% = buffer. activation, % at 10 µM. 200,000 tested, 0.03% active;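 active = activation of at least 50% relative to the plate's high and low controls in the primary single-dose screen; inactive = activation below 50%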;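 also: compound incubated with DTT at 0.8 mM final as the reducing agent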
Hsp70 act = Hsp70 transcriptional activation, primary screen. HeLa Hsp70 promoter luciferase reporter, luminescence; scaled: vehicle 0, proteasome-inhibitor control 100%. activation, % at 10 µM. 200,000 tested, 0.04% active;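 active = activation above the mean across all tested compounds plus 3 SD, cutoff set per campaign, cut at about 5.5% in these data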;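 also: 100% = MG132 at 30 µM as the positive control and 0% = DMSO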
TNAP inh hiacc = TNAP (human) inhibition, high acceptor. P05186. inhibition, % at 20 µM. 200,000 tested, 0.03% active. purified TNAP, CDP-star luminescence, 1 M DEA;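 active = over 50% inhibition of tissue-nonspecific alkaline phosphatase at 20 µM in the single-dose screen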;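 also: plate controls were DMSO wells for no effect and EDTA-quenched wells as full inhibition for full effect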
PMI activator = phosphomannose isomerase (human) activation. P34949. activation factor at 20 µM. purified human PMI, coupled resazurin fluorescence, 20 min; hits give high values; 1 = vehicle control, 0 substrate-free wells. 190,000 tested, 0.005% active. AID 1214;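 active = activation factor of 2 or more at 20 µM, relative to plate controls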
* marks the source's active call; other numbers are inactive results; . = no result given.

canonical_smiles	RAM inhibit	PMI act satM6P	HMGR II inh	Hsp70 act	L major viab	PMI activator	Redox H2O2 prof	S1P3 antag	TNAP inh no acc	TNAP inh hiacc
CC(C)CC(=O)n1sc(NC(=O)c2ccccc2)nc1=O	3.0	1	4.2	-0.3	-5.9	1.1	2.3	.	-12.1	-4.9
O=C(CSCc1ccccc1)Nc1cccc(C(=O)Nc2ccccc2C(=O)O)c1	13.4*	1	-2.3	-0.1	-10.0	0.9	-7.3	.	-7.4	-1.5
CO/N=C(\C(=O)O)c1csc(NN=C(C)C)n1	1.1	0.9	-5.2	0.1	-4.2	1	-1.0	1.5	-8.7	-4.1
O=C(NC1CCCCC1)c1ccccc1NC(=S)NC(=O)C1CCC1	1.9	1.1	-7.3	-0.4	6.7	1	1.4	8.8	-2.1	-3.2
CC(=O)C1=C(O)C(=O)N(c2nccs2)C1c1ccccc1 (centres undefined)	0.6	1.3	-4.0	0.1	-3.4	1.1	-0.7	.	-8.4	1.5
Cc1occc1-c1nnc(SCC(=O)NCc2ccc3c(c2)OCO3)n1CC(C)C	-1.6	0.9	-8.1	-0.6	-1.4	0.9	2.9	-13.4	-6.9	-1.4
CC1(C)CC(NC(=S)NC2CC2)CC(C)(C)N1	0.2	1	0.8	-0.1	1.4	1	-1.3	5.0	-1.6	-2.1
COc1ccc(CCCC(=O)NC(C)c2ccccc2)cc1 (centres undefined)	1.2	1	3.7	-0.4	36.0	0.9	-0.7	-12.2	-9.8	-5.8
O=S(=O)(NCc1ccccc1)c1ccc(S(=O)(=O)N(Cc2ccccn2)Cc2ccco2)cc1	8.0	1	-2.0	0.0	-5.1	0.9	0.0	-18.8	-3.1	1.7
CCOc1ccc(C(=O)C(CN2CCOCC2)c2ccccc2)cc1 (centres undefined)	2.7	1.1	-0.8	-0.5	98.9*	1.1	0.5	5.9	-5.6	-2.6
CCOC(=O)c1ccc(NC(=O)C(C)N2C(=O)c3ccccc3C2=O)cc1 (centres undefined)	2.4	0.9	-1.0	-0.5	-5.6	1	-1.6	21.8	-15.6	-8.2
O=C(CSCc1ccccc1)N1CCN(C(=O)c2ccco2)CC1	0.2	1.1	5.3	0.2	-6.8	1	-0.4	-1.1	-8.8	1.2
COc1ccc(C(=O)C2CCN(S(=O)(=O)c3ccc4c(c3)OCCO4)CC2)cc1	3.9	1	-0.4	-0.2	-1.0	0.9	0.1	2.7	2.8	6.2
Cc1nn(-c2ccccc2)c(N2CCCC2)c1C=O	1.4	1	0.1	0.0	-1.4	1	-0.6	8.0	-14.7	-3.4
Cc1cc([N+](=O)[O-])nn1Cc1ccc(C(=O)N/N=C/c2ccc(O)cc2O)cc1	0.8	1.3	-4.2	-0.5	95.3*	1.2	-0.1	15.6	-53.3	3.0
Cc1cc(NCCN2CCOCC2)n2c(nc3ccccc32)c1C#N	1.6	0.9	-3.0	-0.2	4.0	0.8	1.3	6.9	-10.3	-3.2
O=C(NCc1ccc2[nH]c3c(c2c1)CCCC3)c1ccc(S(=O)(=O)N2CCOCC2)cc1	3.7	0.9	-3.0	0.2	-1.1	0.9	0.6	-7.0	3.7	-0.7
S=C(Nc1ccc2c(c1)OCCO2)Nc1ccc2c(c1)OCO2	0.6	0.4	-3.1	0.2	1.2	0.7	-0.3	-8.3	-5.2	-1.0
Cc1ccc(OCc2ccc(C(=O)Nc3nccs3)o2)cc1C	2.6	0.9	4.8	-0.2	-0.9	0.9	1.9	.	-10.9	-1.5
O=C(CC1C(=O)NCCN1Cc1ccc(F)cc1)NCCN1CCCc2ccccc21 (centres undefined)	2.4	1	-4.1	-0.1	-0.4	1.3	-1.1	-5.5	-5.2	-5.8
CCC(C)c1ccccc1OCCn1ccnc1 (centres undefined)	0.8	1	-2.3	-0.2	69.1*	1.1	-0.3	-11.3	-3.7	-5.4
CCOC(=O)c1csc(NC(=O)c2ccc(S(=O)(=O)N(C)C)cc2)n1	2.0	0.9	-3.5	-0.2	3.0	0.9	-1.4	.	-10.1	-3.7
Brc1ccc2ncc(Br)cc2c1	1.1	1	-1.0	-0.2	18.5	0.9	-0.1	-2.0	-13.3	-2.5
C=C(C)COc1ccc2c3c(c(=O)oc2c1OCC(=C)C)CCC3	3.4	0.9	-2.4	0.2	12.5	0.9	-0.9	17.0	-8.3	-2.8
CCOC(OCC)P(=O)(c1ccccc1)c1ccccc1	1.3	1.1	-2.3	-0.2	-6.4	1.1	2.1	-19.1	-9.1	-2.7
S=C(NCCc1c[nH]c2ccccc12)NC1CCCCC1	0.8	0.9	-4.8	0.0	3.8	0.9	-0.9	-8.7	3.1	3.7
Cc1nc2ccc(NC(=O)c3cccnc3)cc2s1	0.0	0.9	-13.8	0.0	5.5	1	0.7	-8.6	0.7	-0.3
O=S(=O)(Nc1cc(C(F)(F)F)ccc1N1CCOCC1)c1ccc2ccccc2c1	5.1	0.9	-1.8	-0.2	44.9	0.9	-0.3	-15.9	-2.3	-1.7
O=C(c1cc(COc2c(F)cccc2F)on1)N1CCC(c2ccccc2F)C1 (centres undefined)	5.6	0.9	-5.8	-0.2	-3.7	0.9	-0.6	-21.2	-6.0	-4.0
Cc1ccc(C)c(OCCCC(=O)Nc2nccs2)c1	3.4	0.9	-1.7	-0.5	-2.9	0.9	0.2	.	-4.2	-0.2
O=C(Nc1ccccc1)c1ccc(Nc2c([N+](=O)[O-])cc([N+](=O)[O-])c3ccccc23)cc1	3.8	0.9	-1.8	-0.2	78.3*	1	0.5	6.0	-1.0	15.2
COC(=O)c1c(C)oc(C)c(C(=O)OC)c1=O	0.0	1	-7.0	-0.3	-2.9	1	1.8	-35.6	-7.6	-1.0
CC(C)CCN1CCN(Cc2cccn2-c2nccs2)CC1CCO (centres undefined)	0.8	1	-6.0	-0.4	-0.1	1	-0.3	9.3	-4.1	-1.0
O=C(Cc1ccccc1)NC1c2ccccc2-c2ccccc21	2.6	1.1	-2.3	-0.3	-1.5	1.1	0.3	-1.6	-8.9	1.8
CCOc1ccc(CCNC(=O)Cn2c(-c3nonc3N)nc3ccccc32)cc1OCC	0.7	0.9	-0.6	-0.2	0.6	0.9	-0.2	0.5	-5.4	0.9
CCNc1nc(Oc2ccc(Cl)cc2Cl)cc(C(F)(F)F)n1	3.5	0.9	-9.8	-0.2	-0.4	0.9	1.7	.	7.9	-3.2
COc1cc(-c2cc(-c3nnco3)c3ccccc3n2)cc(OC)c1OC	-0.5	1	-3.8	0.3	11.4	1.1	-2.4	-14.4	0.9	-3.5
CC(C)(C)c1csc(NC(=O)Cc2cccs2)n1	1.2	0.9	-0.7	-0.1	6.8	1.1	0.1	-5.5	-7.2	1.2
COc1ccccc1N1CCN(C(=O)c2cc(N3C(=O)C4C5CCC(C5)C4C3=O)ccc2Cl)CC1 (centres undefined)	0.0	0.8	0.1	-0.1	89.5*	0.8	0.3	-6.0	-2.7	-1.7
O=C1C(NS(=O)(=O)c2cccs2)=C(N2CCN(c3cccc(C(F)(F)F)c3)CC2)C(=O)c2ccccc21	4.2	1.9	-1.6	-0.1	61.8*	1.4	1.5	.	10.0	5.0

An excerpt of these results, with values under each structure.
Every second line gives: RAM inhibit	PMI act satM6P	HMGR II inh	Hsp70 act	L major viab	PMI activator	Redox H2O2 prof	S1P3 antag	TNAP inh no acc	TNAP inh hiacc
COc1cc(-c2cc(-c3nnco3)c3ccccc3n2)cc(OC)c1OC
→ -0.5	1	-3.8	0.3	11.4	1.1	-2.4	-14.4	0.9	-3.5
CC(C)(C)c1csc(NC(=O)Cc2cccs2)n1
→ 1.2	0.9	-0.7	-0.1	6.8	1.1	0.1	-5.5	-7.2	1.2

Carrying on:
canonical_smiles	RAM inhibit	PMI act satM6P	HMGR II inh	Hsp70 act	L major viab	PMI activator	Redox H2O2 prof	S1P3 antag	TNAP inh no acc	TNAP inh hiacc
O=C(c1ccco1)N1CCN(C(=O)C(Cc2ccccc2)NS(=O)(=O)c2cccs2)CC1 (centres undefined)	-1.1	1.1	3.6	-0.4	-6.0	1.1	0.0	-4.6	-5.3	-1.2
CC1Cc2cc(-c3csc(NC(=O)Cc4ccccc4)n3)ccc2N1S(C)(=O)=O (centres undefined)	4.3	1	-1.6	-0.4	36.1	1	2.5	.	-27.7	-4.1
O=S(=O)(c1ccccc1)N1CCC(n2nnc3cc(F)ccc32)CC1	1.9	1	-0.7	-0.1	11.4	0.9	0.4	.	-4.7	1.4
O=C(Cn1cnc2c(nnn2Cc2ccccc2)c1=O)c1ccccc1	6.7	1	-10.0	-0.4	-10.4	1	-1.4	3.9	-5.9	-0.7
CC1=C(C(=O)OCCOc2ccccc2)C(c2ccc(C)o2)C2=C(CC(C)(C)CC2=O)N1 (centres undefined)	2.0	0.9	-4.0	-0.4	31.9	0.9	-0.1	-1.6	-15.0	-8.4
CCC(OC(=O)c1cccs1)C(=O)NCc1ccc(C)cc1 (centres undefined)	-0.8	1	-0.4	-0.4	-3.9	1	-0.1	-2.3	-9.0	-7.8
CC1CCN(S(=O)(=O)Cc2ccccc2Cl)CC1	0.7	0.4	2.1	0.1	10.8	1	-0.3	-19.4	4.0	5.8
CNC(=S)NCc1ccc2[nH]c3c(c2c1)CCCC3	2.3	0.8	-2.0	0.1	0.2	1	0.2	-0.5	-4.6	-5.7
CCOc1ccc(N2CC(C(=O)Nc3cccc(C)c3C)CC2=O)cc1 (centres undefined)	3.6	1.1	0.8	0.2	3.4	1.1	-0.1	-0.1	1.2	-4.9
CCOc1ccc(N2C(=O)CC(Sc3nc(C)cc(C)c3C#N)C2=O)cc1 (centres undefined)	1.5	1	2.1	-0.3	19.8	1.1	-0.5	-7.4	-5.3	-3.5
O=C(NCc1ccco1)c1ccc(F)c(S(=O)(=O)N2CCCCC2)c1	5.0	1	-4.5	-0.2	9.4	1	-0.8	13.2	-5.4	-1.5
CCC1=NN(C(=O)CCc2ccccc2O)C(O)(C(F)(F)F)C1 (centres undefined)	2.2	1	-0.5	-0.2	0.4	0.9	0.2	13.0	-11.4	-1.7
CCCCCCc1cc2cc(C(=O)NC)c(=N)oc2cc1O	1.6	0.8	1.0	-0.3	57.6*	0.9	0.5	.	-19.5	-9.7
Cc1nc(CS(=O)c2ccc(Cl)cc2)cc(NCc2ccc(Cl)cc2Cl)n1 (centres undefined)	0.0	0.9	-6.5	-0.5	7.0	0.9	-0.1	.	-13.1	-5.5
CCc1nc(N2CCCCC2C)c2oc3ccccc3c2n1 (centres undefined)	0.4	1	-5.3	-0.3	19.6	1	3.2	15.8	-6.0	2.1
CCNc1nc(OC)nc(N2CCC(Cc3ccccc3)CC2)n1	3.6	1.1	0.5	0.0	45.2	1	-0.2	5.4	-19.7	-0.2
